ERAP1 inh – human ERAP1 aminopeptidase inhibitors, primary screen, biochemical, single point, plate reader; Endoplasmic reticulum aminopeptidase 1 (Homo sapiens), Q9NZ08; recombinant ERAP1, Leu-AMC fluorescence, 60 min; inhibition, % at 10.7 µM; hit rate 0.15% among 340,000; AID 652197, 2013;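 active = mean replicate inhibition of at least 30%, or all replicates individually reaching that 30% level; inactive = mean below 30% and not every replicate reaching it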;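 also: 0% = neutral control wells and 100% = L-leucinethiol positive control wells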
Target sequence (Q9NZ08 whole entry, looked up): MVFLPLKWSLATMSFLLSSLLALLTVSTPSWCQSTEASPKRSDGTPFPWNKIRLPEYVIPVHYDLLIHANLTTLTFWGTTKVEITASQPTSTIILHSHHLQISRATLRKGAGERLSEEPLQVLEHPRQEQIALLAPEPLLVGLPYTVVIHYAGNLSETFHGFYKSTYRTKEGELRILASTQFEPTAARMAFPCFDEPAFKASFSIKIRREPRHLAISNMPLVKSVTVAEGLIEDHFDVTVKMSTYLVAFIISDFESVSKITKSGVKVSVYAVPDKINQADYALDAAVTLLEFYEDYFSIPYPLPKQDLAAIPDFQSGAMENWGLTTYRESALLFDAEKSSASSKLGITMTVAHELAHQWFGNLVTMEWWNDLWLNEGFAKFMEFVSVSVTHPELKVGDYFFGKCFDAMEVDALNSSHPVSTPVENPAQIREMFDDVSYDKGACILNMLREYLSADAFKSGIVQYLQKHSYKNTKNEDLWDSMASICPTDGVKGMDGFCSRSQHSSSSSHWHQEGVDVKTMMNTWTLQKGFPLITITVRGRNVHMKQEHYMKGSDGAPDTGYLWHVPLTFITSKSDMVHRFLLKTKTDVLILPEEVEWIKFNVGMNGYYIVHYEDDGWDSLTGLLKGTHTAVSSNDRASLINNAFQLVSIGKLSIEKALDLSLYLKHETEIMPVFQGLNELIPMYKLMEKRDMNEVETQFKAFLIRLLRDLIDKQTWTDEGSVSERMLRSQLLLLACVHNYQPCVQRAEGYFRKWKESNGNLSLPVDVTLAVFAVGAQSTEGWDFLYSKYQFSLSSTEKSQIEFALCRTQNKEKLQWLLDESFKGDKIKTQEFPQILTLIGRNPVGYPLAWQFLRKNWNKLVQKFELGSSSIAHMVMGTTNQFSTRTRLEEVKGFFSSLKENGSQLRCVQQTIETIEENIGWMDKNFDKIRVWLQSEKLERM
PGC1a acetyl inh – inhibitors of PGC1a acetylation signal, primary screen, cell-based, U2OS, AlphaScreen, inhibitor mode. AlphaScreen anti-acetyl-lysine; with virally co-expressed GCN5 acetyltransferase. inhibition, % at 15.6 µM. hit rate 0.17% among 350,000;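 active = every replicate shows inhibition of at least 40%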;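 also: 0% = neutral control wells and 100% = positive control wells; some results beyond the cut were filed as inactive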
S100A4 MyoIIA – inhibitors of S100A4-myosin IIA peptide binding, primary screen, biochemical, fluorescence polarization, TAMRA-MyoIIA peptide. AID 652163, 2013. hit rate 0.14% among 360,000. inhibition, % at 10.7 µM;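 active = mean inhibition of at least 70% across replicates, with every replicate also reaching that level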
Target sequence (P26447 whole entry, looked up): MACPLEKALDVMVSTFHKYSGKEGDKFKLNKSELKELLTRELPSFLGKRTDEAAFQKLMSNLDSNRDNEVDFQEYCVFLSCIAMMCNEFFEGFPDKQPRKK
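Material: S100A4 monomer protein | Medium: HEPES pH 7.2 with CaCl2, KCl, NaCl, DTT, Triton | Reagent: Labelled myosin peptide probe, 5 nM | Doses: One dose per compound | Times: 5 min incubation before reading | Benchmarks: Neutral control DMSO, positive control TFP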
FN deposition inh – inhibitors of fibronectin matrix deposition, primary screen, AH1F cells, Alexa488-fibronectin fluorescence, plate reader; AH1F fibroblasts, overnight; inhibition, % at 12.6 µM; hit rate 0.086% among 350,000;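 active = mean inhibition across replicates of 30% or more, regardless of how many single replicates reach that level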;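 also: positive control wells lacked labelled fibronectin entirely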
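Measured by – fluorescence 485/525 nm · System – AH1F fibroblast monolayer, labelled fibronectin deposition · Amount – 10000 cells per well · Buffer or medium – serum-reduced DMEM (2% serum) · Doses – single dose, pinned · Also added – fluorescent fibronectin at 24 nM final · Schedule – 1 h cell attachment, overnight exposure to compound and label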
EWS-Fli block – EWS/Fli-driven NR0B1 reporter inhibitors, primary screen, A673 cells, NR0B1 luciferase, luminescence, MLPCN library; hit rate 0.67% among 350,000; inhibition, % at 12.6 µM; AID 651661, 2012; viability-normalised;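 active = mean inhibition of at least 50% after viability correction, with every replicate also passing that limit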;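 also: firefly luciferase signal divided by Alamar Blue viability fluorescence both relative to DMSO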
LGR2 antag – inhibitors of bursicon-induced LGR2 CRE-luciferase signal, primary screen, cell-based, HEK293, CRE-luciferase reporter, bursicon stimulation; Drosophila bursicon receptor LGR2 (rickets); bursicon-stimulated, 4 h; inhibition, % at 9.99 µM; hit rate 0.35% among 380,000; AID 720647, 2013;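 active = drop in luminescence signal, shown as inhibition above about 50% in the replicate tests, limit read from the data, passing the limit was not always enough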;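 also: agonist challenge used bursicon conditioned medium at about half maximal strength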
PglD DTNB – C. jejuni PglD acetyltransferase inhibitors, primary screen, biochemical, DTNB colorimetric, single point; UDP-N-acetylbacillosamine N-acetyltransferase PglD (Campylobacter jejuni); purified PglD enzyme, DTNB colorimetric CoA detection; inhibition, % at 12.5 µM; hit rate 0.098% among 360,000; in the data active = inhibition above about 16%, passing the limit was not always enough; also: strong numbers were not always called active
PAX8 inh HTS – inhibitors of PAX8-driven TPO luciferase reporter, primary screen, RMG-I cells, single concentration. hit rate 1.2% among 360,000. AID 652154, 2013. inhibition, % at 12.6 µM. SteadyGlo, 24 h;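 active = mean replicate inhibition at least 60% with every replicate also reaching 60%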;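 also: luciferase light reporting Pax8 driven TPO promoter activity; plate controls were median of neutral control wells for no effect and mitoxantrone controls for full effect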
An asterisk follows results filed as active; / = no result given; & = joins results of further samples.

SMILES	ERAP1 inh	PGC1a acetyl inh	S100A4 MyoIIA	FN deposition inh	EWS-Fli block	LGR2 antag	PglD DTNB	PAX8 inh HTS
CN(C)C(CNC(=O)c1ccccc1OCc1ccc(Cl)cc1)c1ccco1 (stereo not given)	10.4	/	0.7	0.3	5.4	-2.8	-3.8	16.5
Cc1ccc(C(=O)NCCN(C)C)c(C)c1	/	7.8	/	-1.8	/	/	-2.5	9.3
Cc1ccc[n+](/C(=C\C(=C=[N-])C#N)C(=O)c2ccc(Cl)cc2)c1	13.2	5.6	2.1	4.3	-6.7	25.6	/	-19.0
Cc1ccccc1-n1c(=O)/c(=C\c2ccco2)s/c1=C(/C#N)C(=O)Nc1ccccc1	/	11.6	/	6.9	/	/	-1.9	2.8
CCn1c(SCC(=O)Nc2cc(C)on2)nc2c(c1=O)SCC2	-1.1	1.0	-0.8	2.5	/	3.0	-2.2	0.0
CN(C)C(=O)C[C@@H]1C[C@@H]2c3cc(NC(=O)Nc4ccccc4F)ccc3O[C@@H]2[C@H](CO)O1	-1.4	-2.5	0.2	-5.5	-35.2	0.2	-4.9	-15.2
O=C(C[C@@H]1CC[C@H]2[C@@H](COC[C@H](O)CN2CC2CCOCC2)O1)NCC1CC1	-0.9	8.4	0.7	1.5	-3.3	-19.9	-2.5	-4.9
CCc1cccc(NC(=S)Nc2ccc(CN3CCOCC3)cc2)c1	1.8	0.4	-1.9	-3.1	0.6	4.8	/	-15.2
O=C(COc1ccc(Cl)cc1Cl)N/N=C/C1CC=CCC1 (stereo not given)	2.5	5.2	1.8	-5.6	/	8.4	-2.2	/
CC(C)(C)C1CCC2(CC1)CC(=O)c1ccccc1O2 (stereo not given)	0.8	/	4.5	-15.8	-2.1	-10.3	8.0	5.5
COC(=O)c1ccccc1S(=O)(=O)N1CCC(C(=O)NCCC2=CCCCC2)CC1	-2.8	3.8	2.1	-0.7	-0.5	-3.4	-2.6	-10.2
CCCC(=O)Nc1ccc2c(c1)C(=O)N(C)C[C@H](OC)[C@H](C)CN(C(=O)c1cccnc1)[C@@H](C)CO2	-1.3	-2.6	-5.6	10.6	-3.0	-6.8	-1.8	-8.8
COc1ccccc1-c1cnc2c(c1)C(=O)N([C@H](C)CO)C[C@H](C)[C@H](CN(C)Cc1cccnc1)O2	-0.6	-18.9	0.6	-4.1	-7.8	26.6	14.3	/
COc1cccc(NC(=O)C2CCN(C(=O)[C@@H]3Cc4ccccc4CN3C(=O)OC(C)(C)C)CC2)c1	-4.6	-15.7	5.0	-0.2	/	11.9	/	8.7
CN(C)/C=N/c1nc2ccc3c(c2s1)CCCC3	-1.1	0.5	8.8	/	-96.2	-9.5	2.3	/
C[C@@H]1CN([C@H](C)CO)C(=O)c2cc(NC(=O)Cc3ccccc3)ccc2O[C@@H](C)CCCCO[C@@H]1CN(C)C	0.3	12.2	1.3	/	-2.1	5.1	1.3	-4.3
CC(=O)Oc1ccc(C(c2ccc(OC(C)=O)cc2)c2ccccn2)cc1	2.8	9.7	-0.3&-6.0	17.6	13.0	5.1	-4.2	-17.7
CN1C(=O)c2cc(NC(=O)C3CCCC3)ccc2OC[C@@H]2O[C@H](CC(=O)NCCc3ccncc3)CC[C@@H]21	0.1	/	3.1	-13.6	-10.3	-6.1	/	-30.6
CCCCc1nc2cc(C(=O)N3CCN(c4cnccn4)CC3)ccc2o1	1.0	3.5	0.2	-8.7	-10.2	-4.4	1.7	29.7
Cc1nc(C(F)(F)F)c(C(=O)N=CN(C)C)s1	3.5	/	-1.0	-5.3	2.9	16.7	/	-8.9

Quoted at random: 2 entries already listed
SMILES	ERAP1 inh	PGC1a acetyl inh	S100A4 MyoIIA	FN deposition inh	EWS-Fli block	LGR2 antag	PglD DTNB	PAX8 inh HTS
O=C(COc1ccc(Cl)cc1Cl)N/N=C/C1CC=CCC1 (stereo not given)	2.5	5.2	1.8	-5.6	/	8.4	-2.2	/
Cc1ccc(C(=O)NCCN(C)C)c(C)c1	/	7.8	/	-1.8	/	/	-2.5	9.3

More entries.
SMILES	ERAP1 inh	PGC1a acetyl inh	S100A4 MyoIIA	FN deposition inh	EWS-Fli block	LGR2 antag	PglD DTNB	PAX8 inh HTS
CCOc1ccccc1NC(=O)CN1CCN(C(=O)C2CCCO2)CC1 (stereo not given)	0.5	-4.9	-1.7	1.1	3.6	0.9	-6.5	-6.3
COc1ccccc1CNc1ncc(-c2ccc(F)cc2)n1C	-0.7	-0.6	-5.6	-4.3	-4.3	-9.5	-0.2	1.2
O=C(O)/C=C/C(=O)Nc1ccc(C2(c3ccc(NC(=O)/C=C/C(=O)O)cc3)c3ccccc3-c3ccccc32)cc1	0.3	-4.6	-8.4	8.7	13.3	0.6	0.7	5.9
O=C(Cn1c2[n+](c3ccc(C(F)(F)F)cc31)CCCCC2)Nc1ccccc1	29.0	/	5.2	-3.0	-13.4	-15.5	/	7.8
C(=N\n1c2ccccc2c2ccccc21)/c1ccccc1	0.6	/	0.6	8.1	17.6	0.8	/	27.9
C[C@@H]1CCCCO[C@@H](CN(C)C(=O)NC2CCCCC2)[C@H](C)CN([C@H](C)CO)C(=O)c2cc(NS(=O)(=O)c3cccs3)ccc2O1	0.7	13.2	-19.6	/	12.6	1.9	-2.7	13.6
O=C(CN1CCN(CC(=O)Nc2ccc(OCc3ccccc3)cc2)CC1)Nc1ccc(F)cc1	2.2	-7.8	-4.2	/	1.8	-4.1	2.0	/
CC(=O)c1cc(CN2CCC(N3CCC(C(=O)N4CCCC4)CC3)CC2)cs1	-2.5	-2.7	-3.2	5.4	6.2	7.0	/	3.9
CCOCCCn1c(=N)c(C(=O)NCc2ccc3c(c2)OCO3)cc2c(=O)n3cccc(C)c3nc21	2.5	-31.4	15.6	/	13.9	/	-16.2	/
C[C@H](CO)N1C[C@H](C)[C@H](CN(C)C(=O)Nc2ccc(F)cc2)Oc2ccc(NC(=O)CCCN(C)C)cc2C1=O	4.1	9.9	-7.5	/	-10.0	-9.6	-0.4	-24.0
Cc1cccc(NC(=S)N(Cc2ccc(Br)cc2)Cc2ccc(C(=O)O)cc2)c1	4.7	/	-0.9	-4.4	-3.7	25.4	4.7	16.3
CCN(CC)CCNc1c(C)cc(CO)c(Cl)c1C	1.6	-37.8	-6.2	-2.4	11.9	/	2.7	38.5
COc1ccc(CCNC(=O)CCN2C(=O)c3cccc4cccc(c34)C2=O)cc1OC	3.9	3.0	-2.5	-9.4	-8.6	5.2	/	9.4
C=CC[C@@H](CC(=O)N(CCO)Cc1ccccc1)C(=O)N[C@@H](COC(=O)[C@@H](CC=C)CC(=O)OC(C)(C)C)Cc1c[nH]c2ccccc12	/	5.4	/	-6.3	1.7	27.8	1.9	63.2*
CC(=O)Nc1ccc(NCc2cccs2)cc1	1.6	-8.8	-4.8	5.2	-1.2	-14.8	4.7	-9.5
CC(C)(C)OC(=O)N(CCc1ccccc1)Cc1cccc(OCc2cccc(NC(=O)C3CCC3)c2)c1	/	-23.7	-5.6	0.7	1.5	7.1	-2.5	21.2
C[C@@H]1CN([C@H](C)CO)S(=O)(=O)c2ccc(-c3cncnc3)cc2O[C@@H]1CN(C)C(=O)C1CC1	/	7.9	/	-5.7	-10.1	-11.7	/	/
O=[N+]([O-])c1ccc(CN2CCN(c3nc4ccccc4s3)CC2)cc1	-2.6	6.7	-3.8	4.7	-9.3	-26.4	0.2	0.0
Cc1ccc(CCS(=O)(=O)c2ccc(C(C)(C)C)cc2)cn1	-0.3	17.9	-0.9	-2.0	10.4	-0.2	-5.1	27.7
O=S(=O)(c1ccccc1)N1CCCCC1CCc1ccccc1 (stereo not given)	-1.6	5.0	-1.0	-5.0	1.2	2.8	-0.4	-1.1
C/C=C/c1ccc([C@H]2[C@@H](CO)N(S(C)(=O)=O)[C@H]2CN(CCC)C(C)=O)cc1	0.3	/	5.8	12.5	-7.4	-16.0	/	/
Cc1cccc2c1cnn2C(=O)CCC(=O)NC1CCCCC1	5.3	12.2	-2.4	1.6	-10.1	-18.2	-2.3	-33.9
C[C@@H]1CN([C@@H](C)CO)C(=O)Cc2cc(NS(=O)(=O)c3ccc(Cl)cc3)ccc2O[C@@H]1CN(C)Cc1ccc(-c2ccccc2)cc1	/	-8.4	/	/	0.8	-20.1	/	-12.4
CC(C)C(=O)NC(Nc1cccc([N+](=O)[O-])c1)C(Cl)(Cl)Cl (stereo not given)	-9.4	-6.5	-3.9	-3.9	8.7	-10.3	/	9.4
N/C(=N\OC(=O)COc1ccc(Br)cc1)c1cccc([N+](=O)[O-])c1	/	5.3	-3.1	-1.2	-4.4	6.2	2.9	11.9
O=C(CN1C(=O)NC2(CCCC2)C1=O)Nc1nc(-c2ccccc2)cs1	2.1	/	4.1	11.5	-1.5	13.9	-1.9	7.9
Cc1ccc(S(=O)(=O)NNC(=O)C2COc3ccccc3O2)cc1C (stereo not given)	0.2	/	-1.5	-2.1	-1.2	-2.0	/	5.5
Cc1ccc(N=C2NC(=O)C(CO)(CO)S2)cc1	-1.6	-3.8	-3.8	-0.5	3.2	8.7	-2.8	-5.0
CCOC(=O)C1=C(C(=O)OCC)N(CC)CCC1=O	-1.1	/	5.6	2.1	-0.3	-10.6	-2.2	-2.9
Cc1ccc(S(=O)(=O)NC(=NCc2ccccc2)c2ccc(F)cc2)cc1	-4.5	2.3	1.2	/	/	8.7	-1.2	-3.7
COCCn1c(SCC(=O)N2CCCC2)nc2c([nH]c3ccccc32)c1=O	-2.8	/	12.5	4.4	/	10.6	-0.4	10.4
C[C@@H]1CN([C@@H](C)CO)C(=O)c2cc(NC(=O)Nc3ccccc3)ccc2O[C@@H]1CN(C)CC1CC1	0.7	/	-3.9	/	-13.5	-3.8	5.8	12.7
COc1ccc(C(NC(=O)C2CCN(CCCc3ccccc3)CC2)c2cccs2)cc1 (stereo not given)	3.7	/	5.5	9.7	9.0	-14.3	3.1	-10.6
COc1ccc(CCNC(=O)c2ccc(-c3cccc([N+](=O)[O-])c3)o2)cc1OC	-4.1	0.6	7.5	-7.0	-20.4	35.9	/	17.8
CNCCCNC(=O)c1ccc(/C=N/O)nc1	-0.2	/	5.5	-0.3	17.1	-10.6	/	3.8
COc1ccc(/C(N)=N/OC(=O)c2cc(-c3ccccc3)nc3ccccc23)cc1	/	-1.2	/	-9.1	/	/	-2.1	7.3
CC(=O)N1c2ccccc2CCc2ccc([N+](=O)[O-])cc21	-3.6	/	1.5	11.6	10.5	14.2	1.0	2.5
CC(C)N=C1NN=C(c2ccc(Cl)c(Cl)c2)CS1	1.5	2.0	-1.3	-13.1	-50.2	-77.1	/	-53.5
Cc1cccc(C(=O)N2CCC(=O)N([C@H](COCc3ccccc3)Cc3ccccc3)CC2)c1	/	/	-8.2	10.4	23.0	-13.3	/	8.5

3 compounds from above, arranged by molecular weight, rising.
SMILES	ERAP1 inh	PGC1a acetyl inh	S100A4 MyoIIA	FN deposition inh	EWS-Fli block	LGR2 antag	PglD DTNB	PAX8 inh HTS
CNCCCNC(=O)c1ccc(/C=N/O)nc1	-0.2	/	5.5	-0.3	17.1	-10.6	/	3.8
CCOC(=O)C1=C(C(=O)OCC)N(CC)CCC1=O	-1.1	/	5.6	2.1	-0.3	-10.6	-2.2	-2.9
Cc1ccc(S(=O)(=O)NC(=NCc2ccccc2)c2ccc(F)cc2)cc1	-4.5	2.3	1.2	/	/	8.7	-1.2	-3.7

Bioassay records from PubChem BioAssay.
